TRPV1 ag = human TRPV1 agonism; Q8NER1; TRPV1-expressing cells, Fluo-8 calcium influx, agonist mode; activation, % at 8.33 µM; hit rate 0.19% among 320,000; AID 540275; in the data active = activation above about 80%; inconclusive = between about 30% and that limit; note: 0% is about no effect
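Cells expressing TRPV1 were dye-loaded with Fluo-8 and read kinetically: 10 s baseline, 3 min after compound (agonist portion), then 2 min after EC20 capsaicin (allosteric enhancer portion). Calcium-bound dye fluorescence at 480/520 nm.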
Rab9 prom act = activates the Rab9 promoter | Huh7 Rab9 promoter-luciferase reporter, luminescence, 24 h | Potency, µM (titrated, usually from 9.22 µM), for inactives: at the highest dose activation, negative = inhibition, actives largely listed as activators | hit rate 2.8% among 320,000 | AID 485297; note: potency is the fitted concentration of half-maximal effect; % of control where 0% means no effect; nearly all actives have a fitted effect of over 60% in size
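Cell-based reporter: Huh7 stable for Rab9 promoter-driven luciferase, plated in reduced-serum medium with 10% FBS at 1500 cells/well, compound-treated 24 h at 37 °C, luminescence read after 10 min reagent.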
Tb PFK inh = inhibitors of T. brucei phosphofructokinase; T. brucei PFK, ADP-Glo luminescence; Potency, µM (highest dose often 57.5 µM), without a hit: at the highest dose activity, negative = inhibition, most hits filed as inhibitors; hit rate 0.17% among 330,000; AID 485367;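 note: potency is the fitted concentration of half-maximal effect; 0% = uninhibited 1x PFK enzyme wells and -100% = no-enzyme wells; nearly all actives have a fitted effect of over 60% in size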
Target sequence (O15648 whole entry, looked up): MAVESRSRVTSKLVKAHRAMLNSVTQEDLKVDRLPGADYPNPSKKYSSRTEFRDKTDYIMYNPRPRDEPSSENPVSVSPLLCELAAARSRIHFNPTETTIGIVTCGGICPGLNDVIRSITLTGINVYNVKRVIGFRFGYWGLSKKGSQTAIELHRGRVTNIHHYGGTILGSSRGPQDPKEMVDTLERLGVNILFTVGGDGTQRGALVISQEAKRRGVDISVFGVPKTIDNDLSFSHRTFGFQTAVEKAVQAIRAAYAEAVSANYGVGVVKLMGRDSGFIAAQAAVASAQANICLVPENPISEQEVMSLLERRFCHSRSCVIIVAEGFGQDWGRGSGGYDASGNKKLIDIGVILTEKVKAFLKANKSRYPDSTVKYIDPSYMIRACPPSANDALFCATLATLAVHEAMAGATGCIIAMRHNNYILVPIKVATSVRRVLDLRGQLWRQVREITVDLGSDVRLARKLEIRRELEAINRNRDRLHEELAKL
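PFK 1.25 nM, F6P 0.5 mM, ATP 0.1 mM, 0.1 M TEA pH 8.0, 5 mM MgCl2, 0.01% Tween20, 0.1% BSA; 45 min RT. ADP-Glo readout. qHTS titration up to 57 uM; curves fitted, compounds curve-classed.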
ELG1 genotoxic = induces genotoxicity in HEK293T cells with luciferase-tagged ELG1 | Potency, µM (series often up to 46 µM), without a hit: at the top dose activity change, positive = activation, actives largely listed as activators | hit rate 1.3% among 330,000 | AID 504466 | HEK293T ELG1-luciferase reporter, luminescence, 16 h; note: potency is the fitted concentration of half-maximal effect; % of control where 0% means no effect; nearly all actives have a fitted effect of over 60% in size
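16 hr compound incubation (37 °C, 5% CO2) of HEK293T cells carrying luciferase-tagged ELG1; luciferase then measured by ONE-Glo luminescence after 30 min at RT.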
RORg inh = inhibitors of mouse ROR gamma transcriptional activity; Drosophila S2 Gal4-RORgamma UAS-luciferase reporter, 20 h; Potency, µM (highest dose often 53.6 µM), inactives show top-dose activity change, negative = inhibition, most hits filed as inhibitors; hit rate 5.4% among 310,000; AID 2551; note: potency is the fitted concentration of half-maximal effect; % is set by controls: 0 for no effect and ±100 for the full control effect; nearly all actives have a fitted effect of over 60% in size
Target sequence (P51450 whole entry, looked up, the tested form may be a part): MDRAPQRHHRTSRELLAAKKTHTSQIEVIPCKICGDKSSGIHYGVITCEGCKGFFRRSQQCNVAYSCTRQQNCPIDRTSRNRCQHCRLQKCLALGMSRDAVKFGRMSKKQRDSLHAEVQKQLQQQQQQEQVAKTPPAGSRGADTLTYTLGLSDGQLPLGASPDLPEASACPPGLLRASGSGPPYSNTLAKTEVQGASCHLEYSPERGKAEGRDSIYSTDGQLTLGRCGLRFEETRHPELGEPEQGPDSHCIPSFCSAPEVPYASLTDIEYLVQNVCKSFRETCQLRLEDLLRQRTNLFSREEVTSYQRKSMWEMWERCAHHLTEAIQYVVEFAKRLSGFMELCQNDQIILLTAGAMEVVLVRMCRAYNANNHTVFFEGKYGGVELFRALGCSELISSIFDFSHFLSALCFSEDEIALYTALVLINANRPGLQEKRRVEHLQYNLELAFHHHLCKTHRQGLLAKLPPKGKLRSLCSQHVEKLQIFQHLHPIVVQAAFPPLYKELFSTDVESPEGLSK
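Drosophila S2 cells stably expressing Gal4-DBD/mouse RORγ fusion under metallothionein promoter plus UAS-luciferase; compound 1 h, then 700 uM CuSO4 induction for 20 h at ambient temperature; inhibition read as reduced luminescence.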
Gal4-VP16 FLuc = counter-screen for ROR gamma inhibitors: Gal4-VP16 reporter | Drosophila S2 Gal4-VP16 UAS-luciferase, luminescence, 20 h | Potency, µM (highest dose often 53.6 µM), for inactives: top-dose activity, negative = inhibition, actives largely listed as inhibitors | hit rate 3.5% among 310,000 | AID 2546;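 note: Gal4-VP16 expression switched on by copper sulfate through the metallothionein promoter; potency is the fitted concentration of half-maximal effect; % is set by controls: 0 for no effect and ±100 for the full control effect; nearly all actives have a fitted effect of over 50% in size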
p53 reactivator = re-activators of mutant p53 | AID 504706 | H1299 p53-A138V BP100-luciferase reporter, luminescence, 24 h | Potency, µM (doses to about 92.2 µM), for the others: at the top dose activity change, positive = activation, most hits filed as activators | hit rate 0.063% among 320,000; note: potency is the fitted concentration of half-maximal effect; % of control where 0% means no effect; nearly all actives have a fitted effect of over 45% in size
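H1299 (p53-null), stable ts p53-A138V + BP100-Luc; 1000 cells/well, Opti-MEM/10% FBS; cpd 4 pt, 1:5; 24 h, 37 deg C, 5% CO2; detection reagent 10 min RT; luminescence.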
ELG1 repair inh = ELG1-dependent DNA repair inhibition; hit rate 2.3% among 330,000; HEK293T ELG1-luciferase reporter, luminescence, 16 h; DNA damage induced by 5-fluorouridine; Potency, µM (series often up to 46.1 µM), inactives show at the top dose activity change, negative = inhibition, actives largely listed as inhibitors; note: potency is the fitted concentration of half-maximal effect; % is set by controls: 0 for no effect and ±100 for the full control effect; nearly all actives have a fitted effect of over 55% in size
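Cells (2,000 per well) received 5-fluorouridine plus test compound or DMSO and were incubated 16 hr at 37 °C, 5% CO2. Luciferase activity was read by luminescence 30 min after ONE-Glo addition; signal suppression marked inhibition of damage-induced ELG1 function.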
FLuc counter = firefly luciferase modulation, counter-screen for miR-21 project; P08659; purified FLuc, Km substrates, luminescence inhibition; Potency, µM (titrated, usually from 57.5 µM), for inactives: at the highest dose activity change, negative = inhibition, most hits filed as inhibitors; hit rate 6.9% among 360,000; AID 588342;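 note: potency is the fitted concentration of half-maximal effect; plate controls were vehicle for no effect and reference inhibitor for full effect; nearly all actives have a fitted effect of over 55% in size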
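Purified P. pyralis luciferase (10nM final) with 10uM D-luciferin and 10uM ATP (Km levels) in 50mM Tris acetate pH 7.5, 10mM Mg acetate, 0.01% Tween-20, 0.05% BSA; qHTS 6-point titration, ~60 µM downward; luminescence read.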
BRCA1 expr up = increases BRCA1 expression; MCF7-BRCA1-FFLuc reporter, luminescence, 48 h; response scale: scaled: vehicle 0%, 10 µM genistein 100%; Potency, µM (doses to about 46.1 µM), for the others: at the top dose activation, most hits filed as activators; hit rate 1.1% among 380,000; note: potency is the fitted concentration of half-maximal effect; nearly all actives have a fitted effect of over 80% in size; some results filed as inactive show a strong effect at the top dose
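MCF7 cells carrying a BRCA1-firefly luciferase reporter (2000 cells/well, phenol-red free MEM) were attached for 2 h at 37 °C, then given compounds for 48 h. Luminescence was read 15 min after luciferase reagent; activity normalized to genistein (10 microM) and DMSO.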
NPC1 prom act = NPC1 promoter activation; Potency, µM (doses to about 9.22 µM), for inactives: at the top dose activation, usual class: activators; Huh7 NPC1 promoter luciferase reporter, 24 h; hit rate 2.4% among 320,000;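 note: potency is the fitted concentration of half-maximal effect; % of control where 0% means no effect; nearly all actives have a fitted effect of over 60% in size; reporter is driven by a mutant NPC1 promoter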
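Huh7 reporter cells (NPC1 promoter driving luciferase) are dosed with compound for 24 h at 37 °C, 5% CO2; luciferase detection reagent is then added and luminescence measured after 10 min at ambient temperature.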
Starred values were filed as active, the others as inactive; ? = inconclusive; . = no result given; [ ] = dose if it differs, or a comment. Unless noted, calls come from the whole dose curve; as a rule, active = well fitted curve in the direction sought with a large enough effect; inconclusive = small, poorly fitted or top-dose-only effect, or another doubt; inactive = no such curve, though single readings can be large; an effect the other way counts as inactive or inconclusive. Rows are unselected; 15% or so of the library scored in one or more.

nr	canonical_smiles	TRPV1 ag	Rab9 prom act	Tb PFK inh	ELG1 genotoxic	RORg inh	Gal4-VP16 FLuc	p53 reactivator	ELG1 repair inh	FLuc counter	BRCA1 expr up	NPC1 prom act
1	Cc1ccccc1OCC(O)Cn1c(NCc2ccco2)nc2c1c(=O)[nH]c(=O)n2C (configuration not stated)	2	-3%	7%	22%	10%	0%	-4%	-5%	5%	-3%	2%
2	COc1cc(OC)c(NC(=O)Cn2cccc2)cc1Cl	0	4%	0%	-2%	1%	0%	-9%	0%	-1%	-1%	2%
3	CCOc1ccccc1C(=O)NC(C)c1ccc(-n2ccnc2)cc1 (configuration not stated)	4	1%	2%	2%	-17%	-2%	-6%	3%	3%	-36%	-2%
4	O=C(CCc1nc(-c2ccc(Cl)cc2)no1)NC1CCCC1	3	3%	2%	-3%	7%	21%	16%	-12%	0%	5%	1%
5	O=C(Cn1cnc2c(nnn2Cc2ccc(F)cc2)c1=O)Nc1ccc2c(c1)OCCO2	-5	2%	1%	0%[9.26 µM]	-23%	-4%	0%	8%	-1%	-7%	-2%
6	CC(=O)c1ccc(NC(=S)NCCc2ccccn2)cc1	0	19%	-3%	10%	?	-23%	?	?	-19%	10µM*	-1%
7	Cc1cc(Br)ccc1SCC(=O)OCC(=O)Nc1ccccc1C#N	27	-4%	-12%	1%	10%	-10%	5%	?	-13%	-23%	3%
8	CC(C)(C)c1cc(C(=S)N2CCCC2)cc(C(C)(C)C)c1O	?	-7%	-10%	0%	6.3µM*	5µM*	?	9%	-20%	-20%	-1%
9	CC(C)c1ccc(N(CC(=O)NCc2ccc(F)cc2)C(=O)c2csnn2)cc1	7	1%	8%	-9%	19%	-6%	-3%	?	?	-22%	-1%
10	Cn1nnnc1SCSc1nnnn1C	1	-6%	0%	5%	-15%	-2%	8%	20%	5%	13%	3%
11	O=C(NN=C1CCCCC1)c1ccccc1OCc1ccc(F)cc1	11	2%	0%	-1%	-29%	6%	-1%	1%	-13%	-15%	-2%
12	CC1CN(CCOCCSc2ccccc2)CC(C)O1 (configuration not stated)	-1	0%	3%	-1%	-2%	-3%	1%	13%	-3%	-7%	-6%
13	CCN(CC)S(=O)(=O)c1ccc(N2CCOCC2)c(NC(=O)c2ccc(N3CCCC3=O)cc2)c1	1	-3%	-5%	-3%	.	.	1%	?	3%	-41%	-5%
14	O=C(CCN1C(=O)C2C3C=CC(C3)C2C1=O)Nc1ccc2ncccc2c1 (configuration not stated)	2	9%	8%	2%	9%	-1%	?	28%	-16%	3%	4%
15	Cc1cc(NC(=O)c2cc(-c3cccs3)nc3ccccc23)no1	-4	2%	-3%	-33%[inhibitor]	-32%	-10%	1%	?	2%	-55%	-3%
16	O=C(CSCc1c(Cl)cccc1Cl)Nc1nccs1	11	2%	5%	-1%	?	-1%	?	11%	-17%	0%[1.84 µM]	4%
17	O=C(CSc1ncnc2nc[nH]c12)c1ccc([N+](=O)[O-])cc1	1	1%	-1%	0%	26%	1%	0%	?	-1%	-46%	1%
18	CCC(=O)Nc1cc(C(=O)NCC2CCCN2CC)c(OC)cc1N(C)C (configuration not stated)	1	0%	-2%	0%	0%[0.365 µM]	.	-4%	13%	-1%	-3%	-2%
19	CCCNC(=O)C(Cc1ccc(C(F)(F)F)cc1)NC(=O)c1ccc2ccccc2n1 (configuration not stated)	?	-1%	4%	-2%	.	.	12%	-25%	2%	-12%	0%
20	CCCn1nnnc1NCc1ccc(Cl)cc1Cl	22	4%	-5%	-1%	?	3%	-5%	10%	1%	0%	-6%
21	CC1CC(C)CN(S(=O)(=O)c2ccc3c(c2)C(C)(C)C(=O)N3C)C1 (configuration not stated)	3	0%	1%	4%	6%	-3%	2%	0%	0%	-23%	0%
22	Cc1ccc(S(=O)(=O)N2CC(O)CC2C(=O)OCc2nc3sc(C)c(C)c3c(=O)[nH]2)cc1 (configuration not stated)	1	-3%	-2%	2%	-11%	-9%	-4%	0%	1%	-26%	-2%
23	O=C(Cc1ccccc1)NCC(=O)Nc1cccc(Cl)c1	2	-3%	-22%	4%	7%	4%	2%	0%	0%	-19%	-2%
24	Cc1cc(C)nc(N(C#N)CC(=O)N(c2ccccc2)C(C)C)n1	1	-1%	-3%	1%	-14%	1%	-5%	-3%	0%	-28%	1%
25	CSc1nc(=S)n(Cc2ccccc2)c(C)c1C(C)=O	-1	-2%	-7%	0%	-4%	-4%	-9%	?	-3%	-6%	-1%
26	CCOC(=O)c1sc(Nc2nc3cc4c(cc3s2)OCO4)cc1C	12	?	-8%	2%	5µM*	6.3µM*	?	?	2.7µM*	86%	?
27	Cc1ccc(-c2nnc(SCc3nc4ccccc4[nH]3)n2Cc2ccco2)cc1	-4	5%	-2%	-8%	11µM*	?	-21%	?	-2%	-26%	-6%
28	Cc1ccccc1C(=O)NC(=S)Nc1ccccc1C(=O)O	0	-3%	6%	5%	21%	24%	12%	0%	-10%	2%	-4%
29	Cc1ccc(OCCC(=O)N2CCN(c3ccc(O)cc3)CC2)cc1	?	14%	-12%	6%	-4%	3%	24%	7.3µM*	-3%	-6%	28%
30	COc1ccccc1NC(=O)NNC(=O)C(C)Oc1ccc2ccccc2c1 (configuration not stated)	0	0%	2%	2%	2%	-3%	2%	2%	-3%	14%	2%
31	CCN(c1ccccc1)S(=O)(=O)c1ccc(OC)c(NC(=O)c2cc(F)c(F)c(F)c2F)c1	.	.	2%	10%	.	.	1%	10%	.	-4%	.
32	Cc1ccc(OCCn2cc(C#N)c3ccccc32)cc1	10	-1%	0%	0%	34%	0%	13%	-21%	-9%	9%	2%
33	O=C(c1ccc(F)cc1)N(Cc1cccs1)C1CCS(=O)(=O)C1 (configuration not stated)	-2	-4%	-2%	1%	-1%	-3%	3%	?	1%	-7%	-4%
34	Cc1ccc(Nc2nnc(SCC(=O)NC3CC3)s2)cc1	12	6%	-11%	4%	.	.	18%	?	7.6µM*	5%	0%
35	Cc1nc([N+](=O)[O-])c(Br)n1CC(=O)c1ccccc1	-2	-8%	1%	-5%	4µM*	?	-19%	-6%	6%	-12%	-1%
36	COc1ccc(NC(=O)C2CCN(S(=O)(=O)c3ccc4[nH]c(=O)oc4c3)CC2)c(OC)c1	0	-5%	-1%	-1%	-11%	-1%	-3%	13%	1%	0%	-3%
37	CCOC(=O)c1ccc(CNCc2ccc(Br)cc2)cc1	3	2%	-1%	0%	11%	-7%	9%	15%	-2%	-38%	0%
38	CCN1CCN(S(=O)(=O)c2ccc(Cl)c(C(=O)Nc3ccccc3N3CCCC3)c2)CC1	14	2%	-3%	-1%	.	.	0%	-15%	-1%	-15%	9%
39	CC1CN(C(=O)c2ccccc2Nc2ccc(SC(F)F)cc2)CC(C)O1 (configuration not stated)	11	-2%	-3%	-14%	43%	4%	-3%	-5%	0%	-18%	-5%
40	Cc1ccc(CNC(=O)c2ccc(C#CC(C)(C)O)s2)cc1	6	-2%	4%	7%	?	14%	?	?	-20%	-13%	-5%
41	COc1ccc(NS(=O)(=O)c2cccc(C(=O)O)c2)cc1S(=O)(=O)N1CCCCC1	.	.	-3%	0%	.	.	1%	?	.	-1%	.
42	CN(c1ccccc1)S(=O)(=O)c1ccc(NC(=S)NC(=O)c2ccccc2)cc1	?	-9%	1%	-16%	18µM*	?	3%	?	2%	-32%	0%
43	CCN1CCN(C(=O)CN(c2ccc(C)cc2)S(C)(=O)=O)CC1	0	.	.	.	0%	9%	.	.	2%	7%	.
44	CSc1nc2ccccc2cc1/C=C(\C#N)c1cccc(C)c1	2	0%	0%	-2%	16%	-1%	-2%	-2%	2%	-76%	1%
45	C=CCN([C@@H](CC(C)C)C(=O)OC)S(=O)(=O)N(CC=C)[C@@H](CC(C)C)C(=O)OC	?	-6%	0%	-4%	.	.	-2%	18%	2%	-4%	0%
46	COc1ccccc1N1C(=O)CC(N(O)c2ccccc2)C1=O (configuration not stated)	2	-2%	-3%	1%	20%	?	1%	10%	0%	-6%	1%
47	CC(C)CC(O)(c1ccccc1)C(CN1CCOCC1)c1ccccc1 (configuration not stated)	29	0%	-2%	-6%	15%	-7%	1%	-15%	0%	-20%	-6%
48	CC1=CC(C)(C)N(C(=O)CSc2ncn[nH]2)c2ccc(C)cc21	9	2%	2%	1%	-16%	1%	-5%	-1%	3%	14%	-1%
